GLS inhibitor – qHTS for Inhibitors of Glutaminase (GLS); Potency, µM (series often up to 45.5 µM), for inactives: top-dose activity change, negative = inhibition, hits mostly inhibitors; GLS enzymatic activity, qHTS titration; AID 624170, 2012; 410,000 tested, 0.21% active; Glutaminase kidney isoform, mitochondrial (Homo sapiens), O94925; further: potency means the concentration at half of the fitted maximal effect; on the % scale 0 is the no-effect control and ±100 the full control effect
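Enzyme dispensed in phosphate buffer (45 mM, pH 8.2, 0.02% Tween-20), compounds pinned in, then 1 mM L-glutamine solution and the glutamate oxidase–HRP–Amplex Red mix added; fluorescence read immediately and again after 30 min at room temperature.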
BAZ2B inh – qHTS Assay for Inhibitors of BAZ2B; Bromodomain adjacent to zinc finger domain protein 2B (Homo sapiens), Q9UIF8; AlphaScreen BAZ2B-H3K14Ac peptide displacement; Potency, µM (highest dose often 114 µM), without a hit: at the top dose activity change, negative = inhibition, most hits filed as inhibitors; 360,000 tested, 4.4% active; further: potency means the concentration at half of the fitted maximal effect; on the % scale 0 is the no-effect control and ±100 the full control effect; nearly all actives have a fitted effect of over 60% in size
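Protein-peptide AlphaScreen: BAZ2B 50 nM, b-H3K14Ac 50 nM, 1x PBS pH 7.4 + 0.01% Tween-20. Preincubation 30 min RT; cpd 30 min RT (top 110 uM); beads 20 min RT, light-protected.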
HP1b chromo inh – HTS for Inhibitors of HP1-beta Chromodomain Interactions with Methylated Histone Tails; Chromobox protein homolog 1 (Homo sapiens), P83916; 390,000 tested, 0.56% active; Potency, µM (titrated, usually from 114 µM), without a hit: top-dose activity change, negative = inhibition, usual class: inhibitors; AlphaScreen HP1-beta / biotin-H3K9me3 peptide binding; further: potency means the concentration at half of the fitted maximal effect; nearly all actives have a fitted effect of over 70% in size; inactives centre near 23
Target sequence (P83916 whole entry, looked up): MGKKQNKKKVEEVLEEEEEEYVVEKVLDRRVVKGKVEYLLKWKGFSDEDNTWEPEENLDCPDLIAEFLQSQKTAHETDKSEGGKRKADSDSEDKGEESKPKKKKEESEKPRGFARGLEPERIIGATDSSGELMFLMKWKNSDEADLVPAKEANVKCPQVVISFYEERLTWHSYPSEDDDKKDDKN
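Compound inhibition of the preformed complex between 50 nM HP1-beta and 50 nM biotinylated H3K9me3 peptide was read by AlphaScreen. Buffer was PBS pH 7.4 with 0.01% Tween-20. Incubations ran 30 min at room temperature, with 10 ug/mL donor/acceptor beads.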
G9a block – qHTS Assay for Inhibitors of Histone Lysine Methyltransferase G9a. AID 504332, 2011. 350,000 tested, 8.8% active. Potency, µM (top dose mostly 102 µM), inactives show top-dose activity, negative = inhibition, hits mostly inhibitors. G9a H3K9 monomethylation, AlphaScreen, 2 h. Histone-lysine N-methyltransferase EHMT2 (Homo sapiens), Q96KQ7; further: potency means the concentration at half of the fitted maximal effect; on the % scale 0 is the no-effect control and ±100 the full control effect; nearly all actives have a fitted effect of over 75% in size
Target sequence (Q96KQ7 913-1193 limits assumed): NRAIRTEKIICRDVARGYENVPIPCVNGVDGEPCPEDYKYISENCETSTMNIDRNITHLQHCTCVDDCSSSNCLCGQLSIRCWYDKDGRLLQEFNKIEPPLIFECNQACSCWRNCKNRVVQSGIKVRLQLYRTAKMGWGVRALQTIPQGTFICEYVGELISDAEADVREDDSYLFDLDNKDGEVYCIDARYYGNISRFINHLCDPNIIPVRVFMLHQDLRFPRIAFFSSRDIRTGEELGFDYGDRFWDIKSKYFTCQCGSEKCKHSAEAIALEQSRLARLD
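Methyltransferase reactions run at room temperature for 2 h (20 nM enzyme, 500 nM biotin-H3K9 peptide, 20 uM SAM) after a 15 min compound preincubation; product detected by AlphaScreen beads and anti-H3K9me1 antibody.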
Pin1 inhibitor – qHTS Assay to Find Inhibitors of Pin1 | Peptidyl-prolyl cis-trans isomerase NIMA-interacting 1 (Homo sapiens), Q13526 | Pin1 FP peptide displacement, HiFluor488, 10 min | Potency, µM (top dose mostly 115 µM), inactives show at the highest dose activity, negative = inhibition, most hits filed as inhibitors | 390,000 tested, 0.009% active; active means well fitted inhibition curve with a large enough effect in the polarisation, with a control signal flat, not every such curve was filed as active; inconclusive means small, poorly fitted or top-dose-only effect, or effect the other way, or a change in a side signal; inactive means no such curve, though single readings can be large or run the other way; the % refers to the polarisation; further: potency means the concentration at half of the fitted maximal effect; on the % scale 0 is the no-effect control and ±100 the full control effect
Tb PGK inh – qHTS Assay to Find Inhibitors of Phosphoglycerate Kinase; Potency, µM (titrated, usually from 57.5 µM), for inactives: at the highest dose activity change, negative = inhibition, actives largely listed as inhibitors; Phosphoglycerate kinase, glycosomal (Trypanosoma brucei brucei), P07378; 380,000 tested, 0.043% active; PGK/GAPDH coupled, Kinase-Glo luminescence, 60 min; further: potency means the concentration at half of the fitted maximal effect; on the % scale 0 is the no-effect control and ±100 the full control effect; nearly all actives have a fitted effect of over 60% in size
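Recombinant glycosomal PGK reaction used 1,3-bisphosphoglycerate generated in-well by GAPDH (100nM final) in 100mM TEA pH 7.6, 5mM MgCl2, 0.01% Tween-20. After 60 minutes at room temperature, ATP was read by Kinase-Glo Plus luminescence end-point.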
JMJD2A Tudor – qHTS Assay for Inhibitors of JMJD2A-Tudor Domain. Potency, µM (titrated, usually from 114 µM), without a hit: at the top dose activity change, negative = inhibition, most hits filed as inhibitors. AlphaScreen JMJD2A-Tudor / H3K4me3 peptide binding. 390,000 tested, 4.4% active. AID 504339, 2011; further: potency means the concentration at half of the fitted maximal effect; on the % scale 0 is the no-effect control and ±100 the full control effect; nearly all actives have a fitted effect of over 50% in size
ERG-DNA inh – qHTS for Small Molecule Inhibitors of the ERG Ets/DNA interaction | 370,000 tested, 0.028% active | fluorescence polarization, His-ERG Ets domain / labelled DNA | AID 624246, 2012 | Potency, µM (top dose mostly 76.9 µM), for the others: top-dose FP activity, negative = inhibition, actives largely listed as inhibitors; active means well fitted inhibition curve with a large enough effect in the polarisation, with a control signal flat; inconclusive means small, poorly fitted or top-dose-only effect, or effect the other way, or a change in a side signal; inactive means no such curve, though single readings can be large or run the other way; the % refers to the polarisation;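 further: polarization taken with two DNA probes labelled with fluorescein and Texas red; potency means the concentration at half of the fitted maximal effect; % of control where 0% means no effect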
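His-tagged ERG Ets domain (1 uM in the protein solution; 300mM KCl, 50mM Tris-HCl, 1mM EDTA, 1mM DTT, pH 7.5) received compound, then a probe mix of 5 nM fluorescein-DNA and 100nM Texas-615-DNA. Fluorescence polarization was read for both dyes.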
PI4K2A block – qHTS for small molecular inhibitors of PI4K2A. purified PI4K2A, ADP-Glo luminescence, 1 h; stronger effect = lower value. activity change, negative = inhibition, % at 76.9 µM. 420,000 tested, 0.13% active. AID 1346378, 2018; in the data active means activity change below about -50%; inconclusive means mostly about -30% to -49%;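 further: -100% = wells without enzyme as full effect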
Target sequence (Q9BTU6 whole entry, looked up): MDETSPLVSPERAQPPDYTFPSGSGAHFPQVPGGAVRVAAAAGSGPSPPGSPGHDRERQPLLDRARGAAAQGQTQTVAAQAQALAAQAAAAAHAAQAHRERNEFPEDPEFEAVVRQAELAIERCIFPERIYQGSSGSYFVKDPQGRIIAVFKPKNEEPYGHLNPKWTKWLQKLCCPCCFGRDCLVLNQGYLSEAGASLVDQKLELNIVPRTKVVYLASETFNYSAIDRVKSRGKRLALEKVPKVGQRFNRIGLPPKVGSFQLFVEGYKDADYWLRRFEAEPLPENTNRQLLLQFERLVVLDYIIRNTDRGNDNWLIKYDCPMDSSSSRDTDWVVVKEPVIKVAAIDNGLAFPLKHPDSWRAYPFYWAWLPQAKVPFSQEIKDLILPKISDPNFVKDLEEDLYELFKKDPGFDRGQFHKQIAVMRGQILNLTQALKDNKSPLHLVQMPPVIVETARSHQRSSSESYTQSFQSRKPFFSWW
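PI4K2A activity was measured by ADP-Glo luminescence: enzyme (4 ug/mL stock) and phosphatidylinositol (1.2 mM stock) in Tris pH 7.5/MgCl2/EGTA/Triton X-100 buffer were reacted with ATP (300 microM stock) for one hour at ambient temperature.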
Active calls of the source: *; i = inactive; ? = inconclusive; / = no result given; & = joins results of further samples; [ ] = dose if it differs, or a comment. Unless noted, the call rests on the fitted dose curve; in most records, active means well fitted curve in the direction sought with a large enough effect; inconclusive means small, poorly fitted or top-dose-only effect, or another doubt; inactive means no such curve, though single readings can be large; an effect the other way counts as inactive or inconclusive.

SMILES	GLS inhibitor	BAZ2B inh	HP1b chromo inh	G9a block	Pin1 inhibitor	Tb PGK inh	JMJD2A Tudor	ERG-DNA inh	PI4K2A block
CCSC1=NC2(CCN(C(=O)NC3CCCCC3)CC2)N=C1c1ccc(Cl)cc1	-1%	8%[57.1 µM]	39%[activator]	-4%[59 µM]	-1%	-5%	3%	-3%	-7
O=C(CSc1nnc(CNc2ccc(F)cc2)n1CC1CCCO1)Nc1ccccc1 (centres undefined)	17%	0%	19%	12%[59 µM]	-13%	-3%	-21%	-1%	7
O=C(Nc1cc(Cl)ccc1N1CCOCC1)C1=COCCO1	-4%	9%	31%	-2%	4%	i	-1%	8%	0
Cc1ccccc1NC(=O)NCC1CCN(Cc2cccc(Cl)c2)CC1	-6%	9%	-3%	3%[2.33 µM]	-6%	-7%	-21%	6%	-9
COc1cc(C(=O)Sc2ccc(C)cc2)cc(OC)c1OC	1%	47%[activator]	123%[activator]	/	2%	-6%	65%[activator]	3%	34
Cc1ccc(C)c(OCCC(=O)OC(C)C(=O)Nc2c(C)n(C)n(-c3ccccc3)c2=O)c1 (centres undefined)	-9%	6%	33%	-9%	-1%	-1%	-7%	4%	-1
O=C(NC(=S)Nc1ccccc1N1CCOCC1)c1ccccc1F	12%	-36%	2%	?	0%	-5%	-27%	0%	-6
Cc1ccccc1C(=O)Nc1sc2c(c1C(=O)NCc1ccco1)CCC(C(C)(C)C)C2 (centres undefined)	-10%	8%	34%	14%[59 µM]	1%	/	-14%	0%	0
CCCC(=O)N1CCN(c2nc3c(OC)ccc(Cl)c3s2)CC1	1%	-1%	3%	17%	-3%	0%	-25%	-4%	-8
CCOC(=O)N1CCC(NC(=O)C2CCCN(C(=O)N3CCOc4ccccc43)C2)CC1 (centres undefined)	5%	0%	12%	13%[59 µM]	-10%	1%	-2%	-4%	3
Cc1ccc(NC(=O)NNC(=O)c2cc3ccccc3cc2O)cc1	20%	-4%	44%[activator]	18%	?	-9%	-8%	7%	-6
CC1=CC(C)(C)N2C(=O)C3(C(C#N)=C(N)Oc4cc(O)ccc43)c3c(C)c(C)cc1c32 (centres undefined)	0%	-29%	17%	-16%	7%	-4%	-27%	-12%	2
Cc1cccc(NC(=O)CN2C(=O)CSc3ccc(S(=O)(=O)N4CCCC4)cc32)c1C	-4%	-15%	58%[activator]	4%[59 µM]	29%	-7%	-3%	1%	-2
CCOc1ccccc1NC(=O)c1c(NCc2cccs2)sc2c1CCC(C)C2 (centres undefined)	-1%	-11%	20%	-42%[59 µM]	4%	0%	-10%	3%	3
Fc1ccc(-c2noc3ncnc(NCc4cccc(Cl)c4)c23)cc1	-1%	-8%[57.1 µM]	13%	2%[59 µM]	2%	-3%	-19%	-2%	3
Cc1ccc(OCC(=O)NCCCNC(=O)c2cccnc2)cc1	-14%	8%	-1%	16%	1%	6%	-1%	-1%	0
COc1ccc(/C=C/C(=O)N2CCN(c3ccccn3)CC2)cc1	0%	-10%	22%	0%[0.501 µM]	4%	-4%	-7%	-2%	-4
CC(C)CC(=O)N1CCN(Cc2ccc(Br)cc2)CC1	-10%	-32%	?	32µM*	3%	-19%	20µM*	-8%	6
O=c1/c(=C/c2ccc([N+](=O)[O-])cc2)sc2n1CCCN=2	13%	-28%	46%[activator]	9%[59 µM]	0%	-5%	-10%	7%	-7
O=C(CCc1ccccc1)Nc1cc(NC(=O)CCc2ccccc2)cc(C(=O)O)c1	8%	-38%	26%	15%[12.7 µM]	5%	5%	-6%	5%	4
CCOC(=O)CN1C(=O)S/C(=C/c2ccc(OC)c([N+](=O)[O-])c2)C1=O	-4%	6%	28%	25%[59 µM]	2%	-9%	3%	6%	-1
CC1CCC2(CC1)NC(=O)N(CC(=O)c1cccn1C)C2=O (centres undefined)	13%	7%	25%	19%[59 µM]	-7%	16%	10%	2%	-12
O=S(=O)(c1ccc(F)cc1F)N1CCN(CCO)CC1	4%	/	20%	/	0%	i	-17%	-2%	-2
O=C(CSc1nnc(-c2ccc(Br)cc2)n1CCc1ccccc1)NC1CCS(=O)(=O)C1 (centres undefined)	0%	3%	10%	-1%[59 µM]	5%	i	-12%	0%	-4
COc1ccc(Nc2ncnc3scc(-c4ccc(F)cc4)c23)cc1	-6%	6%	47%[activator]	-2%[59 µM]	49%[activator]	3%	-1%	1%	-1
(further entries)
SMILES	GLS inhibitor	BAZ2B inh	HP1b chromo inh	G9a block	Pin1 inhibitor	Tb PGK inh	JMJD2A Tudor	ERG-DNA inh	PI4K2A block
O=C(Cn1cc(C(F)(F)F)ccc1=O)NCCc1ccc(Cl)cc1Cl	-3%	-5%	19%	-3%[59 µM]	-5%	-10%	-21%	9%	6
Fc1ccccc1NC(=S)Nc1ccc(CN2CCOCC2)cc1	0%	0%	10%	?	10%	3%	-20%	-2%	0
CC(=O)N1CCc2cc(S(=O)(=O)CCC(=O)N(C)c3cc(C)ccc3C)ccc21	-6%	-25%	-6%	?	-2%	i	?	10%	6
COc1cccc(CN2CCN(c3cccc(C(F)(F)F)c3)CC2)c1OC	-3%	?	?	6.3µM*	?	0%	2.2µM*	-4%	12
Cc1noc2ncnc(N3CCCC3)c12	-6%	-20%	34%	5%	12%	-8%	-5%	-3%	0
Cc1cccn2c(=O)c(C=O)c(N3CCC4(CC3)OCCO4)nc12	0%	-16%	10%	2%	-1%	-2%	-15%	0%	13
O=C(COC(=O)CCc1ccccc1)NCc1ccccc1	1%	-1%	53%[activator]	-6%[12.7 µM]	6%	10%	-2%	-2%	0
COc1cc(/C=C2/C(=O)ON=C2C)ccc1OCc1cccc(F)c1	-23%	-25%	9%	50µM*	1%	-9%	-23%	-2%	-1
COc1cccc(CNC(=O)c2ccccc2NC(=O)C2=C(C)OCCS2)c1OC	9%	-28%[57.1 µM]	12%	-5%	0%	-6%	-29%	-5%	1
COc1ccc(OC)c(-n2c(-c3ccn[nH]3)n[nH]c2=S)c1	-16%	-17%	29%	14µM*	0%	13%	50µM*	-1%	-3
Cc1ccn2c(=O)c(NC(=O)c3cccc([N+](=O)[O-])c3C)c(C)nc2c1	3%	3%	2%[57 µM]	-22%[59 µM]	4%	-1%	-16%	1%	7
CCO[C@H]1OC(C(=O)N2CCN(Cc3ccccc3)CC2)=C[C@@H](C)[C@@H]1CCCO	0%	0%	35%	10%[12.7 µM]	-9%	1%	-4%	-1%	-3
COc1ccccc1CNC(=O)c1ccc(Cl)c(S(=O)(=O)N2CCCC2)c1	-3%	/	34%	/	9%	-1%	-11%	-9%	0
Cc1cc(C(=O)N/N=C2/CC(C)CC(C)(C)C2)c(C)o1 (centres undefined)	0%	?	-21%	-4%	10%	-9%	?	12%	-4
CC1(C)CC2(C)OCCN2C(=S)N1 (centres undefined)	4%&-5%	-15%	17%	3%	1%	-7%&-4%	8%	-1%	-3&-1
COc1ccc(-c2cc(C(=O)OCC(=O)N(C)C3CCS(=O)(=O)C3)c3ccccc3n2)cc1OC (centres undefined)	20%	6%	49%[activator]	21%[59 µM]	-2%	1%	6%	18%	4
CCCOc1ccc(C(F)(F)F)cc1NC(=O)CN1C(=O)C(=O)N(CC)C1=O	3%	3%	40%[activator]	2%[2.33 µM]	-6%	-2%	-7%	48%[activator]	5
CCc1cccc(CC)c1NC(=O)CO/N=C(\N)CC(=O)NC1CCCCC1	-8%	-6%	86%[activator]	1%	8%	-5%	-9%[11.4 µM]	-8%	4
COc1ccc(OC)c(-n2c(SCC(=O)Nc3cc(C)on3)nnc2-c2c[nH]c3ccccc23)c1	1%	-23%	6%	?	2%	1%	-22%	15%	-6
O=C(Cc1ccccc1Cl)Nc1cc(S(=O)(=O)N2CCOCC2)ccc1N1CCOCC1	13%	17%	17%	3.5µM*	3%	-7%	-16%	-13%	5
O=C(O/N=C1\CCS(=O)(=O)c2sccc21)c1ccc(F)cc1	4%	-6%	50%[activator]	2%	-11%	-4%	-3%	-8%	-5
Cc1cc(C(=O)Nc2ccccn2)cs1	-2%	2%	14%	?	-1%	-13%	0%	-6%	-12
O=C(N/N=C/c1ccccc1O)C1CC(=O)N(c2ccc(F)cc2)C1 (centres undefined)	9%	-1%	37%[activator]	41%	-8%	-1%	-13%	-16%	0
Cc1cccc(NC(=O)CCc2ccc(C)o2)c1	0%	-33%	11%	?	1%	4%	-17%	10%	-8

Single values from above.
O=C(Cn1cc(C(F)(F)F)ccc1=O)NCCc1ccc(Cl)cc1Cl in GLS inhibitor has -3%
O=C(Cc1ccccc1Cl)Nc1cc(S(=O)(=O)N2CCOCC2)ccc1N1CCOCC1 in Pin1 inhibitor has 3%

Bioassay records from PubChem.
